# AmpC no deterg = qHTS Inhibitors of AmpC Beta-Lactamase (assay without detergent) | AID 485341, 2010 | P00811 | AmpC nitrocefin hydrolysis, absorbance 480 nm, 0.0001% Triton | Potency, µM (titrated, usually from 57.1 µM), for the others: at the top dose activity change, negative = inhibition, hits mostly inhibitors | 330,000 tested, 0.52% active;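 note: potency is the fitted concentration of half-maximal effect; plate controls were no compound for no effect and no enzyme for full effect; nearly all actives have a fitted effect of over 20% in size; some results filed as inactive show a strong effect at the top dose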
# Target sequence (P00811 whole entry, looked up): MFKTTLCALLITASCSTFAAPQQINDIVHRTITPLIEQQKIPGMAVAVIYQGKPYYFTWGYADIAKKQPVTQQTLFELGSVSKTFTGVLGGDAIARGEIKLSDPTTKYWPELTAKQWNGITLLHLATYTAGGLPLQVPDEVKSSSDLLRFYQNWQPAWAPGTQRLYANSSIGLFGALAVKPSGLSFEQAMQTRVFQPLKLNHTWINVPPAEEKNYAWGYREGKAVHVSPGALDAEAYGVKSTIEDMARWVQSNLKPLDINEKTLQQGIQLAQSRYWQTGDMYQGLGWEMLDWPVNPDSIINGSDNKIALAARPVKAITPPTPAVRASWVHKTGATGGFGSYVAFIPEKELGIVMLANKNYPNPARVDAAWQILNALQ
#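 AmpC (5.3 nM in the dispensed reagent) in 20 mM phosphate pH 7.0 with 0.01% (detergent screen) or 0.0001% Triton X-100 was preincubated with compounds for 15 min at room temperature. Nitrocefin was then added from an 800 uM solution, and hydrolysis was followed at 480 nm.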
# Giardia FBPA inh = qHTS Assay for Inhibitors of Fructose-1,6-bisphosphate Aldolase from Giardia Lamblia; A8B2U2; 290,000 tested, 0.71% active; Potency, µM (titrated, usually from 59.6 µM), inactives show at the highest dose activity, negative = inhibition, actives largely listed as inhibitors; purified Giardia FBPA; note: potency is the fitted concentration of half-maximal effect; nearly all actives have a fitted effect of over 55% in size
# Target sequence (A8B2U2 whole entry, looked up): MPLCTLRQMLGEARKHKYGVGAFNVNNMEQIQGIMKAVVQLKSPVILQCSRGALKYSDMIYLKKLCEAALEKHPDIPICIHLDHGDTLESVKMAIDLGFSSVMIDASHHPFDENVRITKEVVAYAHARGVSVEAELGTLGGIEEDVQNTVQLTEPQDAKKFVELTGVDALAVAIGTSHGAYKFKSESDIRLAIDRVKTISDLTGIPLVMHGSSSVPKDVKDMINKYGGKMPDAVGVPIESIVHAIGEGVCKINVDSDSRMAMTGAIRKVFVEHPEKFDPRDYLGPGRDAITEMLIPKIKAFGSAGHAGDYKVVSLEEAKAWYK
#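 40 nM FBPA preincubated 10 min at RT with compound (up to 57.5 uM final), then substrate plus GAPDH/TPI/NAD/arsenate coupling and diaphorase/resazurin added. Fluorescence read after 20 min at RT, 525/598 nm.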
# Sm TGR inh = qHTS Assay for the Inhibitors of Schistosoma Mansoni Peroxiredoxins | Potency, µM (titrated, usually from 114 µM), for inactives: at the highest dose activity change, negative = inhibition, usual class: inhibitors | AID 485364, 2010 | purified TGR, DTNB reduction, TNB absorbance 405 nm | 360,000 tested, 3% active; note: potency is the fitted concentration of half-maximal effect; nearly all actives have a fitted effect of over 60% in size
#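 First, TGR (20 nM dispensed) and NADPH were mixed with compound. Second, a 15 min room-temperature incubation followed. Third, further NADPH and then DTNB were added to start the reaction. Finally, TNB absorbance was monitored kinetically.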
# HCV inhibitor = qHTS Assay for Inhibitors of Hepatitis C Virus (HCV); Huh7.5.1 HCVcc-Cre infection, luciferase reporter, 44 h; Potency, µM (highest dose often 41.8 µM), for inactives: at the highest dose activity change, negative = inhibition, hits mostly inhibitors; 340,000 tested, 3.4% active; AID 651820, 2012; note: potency is the fitted concentration of half-maximal effect
#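 A cell-based infection assay in which seeded cells (1,000 per well) receive test compound after 4 h, are inoculated with HCVcc-Cre at approximately 0.5 moi, and are incubated 44 h before luminescence detection.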
# AmpC inh detg = qHTS Inhibitors of AmpC Beta-Lactamase (assay with detergent) | P00811 | AmpC hydrolysis of nitrocefin, absorbance 480 nm, 0.01% Triton | Potency, µM (titrated, usually from 114 µM), for inactives: top-dose activity change, negative = inhibition, usual class: inhibitors | 370,000 tested, 0.041% active | AID 485294, 2010;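 note: potency is the fitted concentration of half-maximal effect; 0% = no-compound wells and -100% = no-enzyme wells; nearly all actives have a fitted effect of over 25% in size; some results filed as inactive show a strong effect at the top dose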
#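 AmpC (5.3 nM in the dispensed reagent) in 20 mM phosphate pH 7.0 with 0.01% (detergent screen) or 0.0001% Triton X-100 was preincubated with compounds for 15 min at room temperature. Nitrocefin was then added from an 800 uM solution, and hydrolysis was followed at 480 nm.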
# HCMV inh = qHTS Assay for inhibitors of the human cytomegalovirus (HCMV); HFF cells, HCMV-luciferase reporter, 72 h; active compounds read low; activity change, negative = inhibition, % at 57.5 µM; 410,000 tested, 4.5% active; in the data active = activity change below about -60%; inconclusive = no clear call, values can overlap the other calls; inactive = above about -39%
#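 Screen run at 2 compound doses on HFFs infected with reporter HCMV, MOI 1 PFU/cell. Luciferase activity from cell lysates at 72 h post infection gave inhibition relative to buffer-only and Salinomycin wells.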
# Starred values were filed as active, the others as inactive; ? = inconclusive; / = no result given; & = joins results of further samples; ! = repeats disagree; [ ] = another dose, or the depositor's remark. Unless noted, calls come from the whole dose curve; as a rule, active = well fitted curve in the direction sought with a large enough effect; inconclusive = small, poorly fitted or top-dose-only effect, or another doubt; inactive = no such curve, though single readings can be large; an effect the other way counts as inactive or inconclusive. Unless noted, % is set by controls: 0 for no effect and ±100 for the full control effect.
SMILES,AmpC no deterg,Giardia FBPA inh,Sm TGR inh,HCV inhibitor,AmpC inh detg,HCMV inh
CCCC(=O)OC1CCS(=O)(=O)c2sccc21 (stereo unspecified),-17.9%,-6.0%,24.4%,-9.5%,-3.7%,-36.3
CCOc1ccc(C(=O)Nc2cccc(C(C)=O)c2)cc1[N+](=O)[O-],-14.4%,-3.6%,8.6%,?,-7.4%,27.1
COc1cc2[nH]c(C(=O)N3CCC(Cc4ccccc4)CC3)cc2c(OC)c1OC,101.5%[activator],4.6%,-4.3%,?,-11.0%,127.0
CCn1c(=O)c2sccc2n2c(CCC(=O)N3CCN(c4ccccc4OC)CC3)nnc12,/,/,-3.2%,/,-0.5%,4.3
Cc1c(-c2ccn[nH]2)cc(NC(=O)c2ccc(Cl)cc2)c(=O)n1N,-27.2%,-2.8%,-5.8%,-7.2%,?,-18.9
O=C(OCC(=O)c1c[nH]c2ccccc12)c1cncc(Br)c1,-32.0%,/,/,6.3%,/,12.9
Cc1cnc(C(=O)OC(C)C(=O)Nc2ccc(Cl)cn2)cn1 (stereo unspecified),-6.0%,/,0.9%,?,-10.7%,4.1
CN(C(=O)COC(=O)/C=C/c1cn(-c2ccccc2)nc1-c1ccc2c(c1)OCCO2)C1CCS(=O)(=O)C1 (stereo unspecified),17.1%[11.4 µM],-4.4%,10.3%,?,-6.0%,-26.8
COc1ccc2c(c1)OC[C@H]1[C@H]2N2C(=O)CN(Cc3ccc(F)cc3)C(=O)[C@@]2(C)[C@H]1c1ccccc1,37.2%,/,1.4%,?,-5.0%,-5.0
COCc1cc(C)nc2sc3c(c12)NC(c1ccc(NC(C)=O)cc1)N(c1ccc(C)cc1)C3=O (stereo unspecified),/,/,-9.3%,/,6.1%,37.3
C/C(Cc1ccccc1)=N\NC(=O)CNC(=O)c1ccccc1O,-25.3%,-1.3%,8.9%,-8.4%,-1.6%,39.9
CC(C)(C)c1nnc2sc(SCC(=O)N3CCCc4ccccc43)nn2c1=O,132.6%[activator],9.4%,0.7%,-12.7%,-5.1%,38.7
COc1ccc(C(C)=O)cc1COC(=O)C1CC(=O)N(Cc2ccccc2)C1 (stereo unspecified),42.8%,/,7.7%,/,9.0%,23.1
Cc1c(NC(=O)COc2cccc(Cl)c2Cl)c(=O)n(-c2ccccc2)n1C,6.0%,/,-21.5%,-13.0%,-18.4%,-9.5
Cc1ccc(C)c(NC(=O)COC(=O)c2ccc3c(c2)OCO3)c1,-4.7%,-2.9%,-0.2%,10.4%,2.4%,-13.3
CC1(C)CC2CC(C)(CN2C(=O)COC(=O)c2cccnc2Cl)C1 (stereo unspecified),5.8%,/,/,3.5%,/,-15.4
COn1c(-c2ccccc2)nc2ccc(Cl)cc21,-13.8%,-5.2%,0.5%,?,-9.7%,29.7
COc1ccc(-c2oc3ccc(N4CCOCC4)cc3c2/C=C/c2ccc(OC)c(OC)c2)cc1,33.2%,1.1%,-10.5%,-15.1%,-1.9%,94.6
COc1ccccc1-c1c(C#N)c(SCC(=O)N2CCCC2)nc(C)c1C(N)=O,-1.6%,0.0%,3.0%,/,-3.0%,/
Cc1cc(Br)ccc1SCC(=O)Nc1cccnc1,-29.7%,2.5%,-14.4%,10.1%,0.3%,-19.0

# A few values from above.
# `CCn1c(=O)c2sccc2n2c(CCC(=O)N3CCN(c4ccccc4OC)CC3)nnc12` in Sm TGR inh → -3.2%
# `COn1c(-c2ccccc2)nc2ccc(Cl)cc21` in Sm TGR inh → 0.5%
# `O=C(OCC(=O)c1c[nH]c2ccccc12)c1cncc(Br)c1` in HCMV inh → 12.9
# `COc1ccc(-c2oc3ccc(N4CCOCC4)cc3c2/C=C/c2ccc(OC)c(OC)c2)cc1` in HCV inhibitor → -15.1%

# (list continues)
SMILES,AmpC no deterg,Giardia FBPA inh,Sm TGR inh,HCV inhibitor,AmpC inh detg,HCMV inh
CCN(c1ccccc1)S(=O)(=O)c1ccc(NC(=S)NC(=O)c2cccs2)cc1,14.1µM*,-1.2%,?,10µM*,1.0%,?
Cc1cc(C)n(-c2nc(NCC(C)O)c3c4c(sc3n2)CCCC4)n1 (stereo unspecified),182.1%[activator],-10.9%,10.2%[11.4 µM],5.62µM*,-1.2%,-17.4
CCc1ccccc1NC(=O)Nc1ccon1,-6.7%,3.2%,0.6%,14.3%,-10.2%,-20.3
CCc1ccccc1N(C(=O)CCC(=O)Nc1cc(C)on1)C(C(=O)NC1CCCC1)c1ccco1 (stereo unspecified),15.2%,-9.0%,0.0%,?,?,-5.5
O=C(NCc1ccc(F)cc1)c1c2c(nc3ccccc13)C(=O)N(C1CCCCC1)C2,/,/,-5.5%,/,-5.5%,11.6
COc1ccc(SCC(=O)Nc2ccccc2Cl)cc1,-28.6%,4.0%,9.3%,1.2%,?,?
CCOc1ccc(C2C(C(=O)O)c3ccccc3C(=O)N2CCN2CCOCC2)cc1 (stereo unspecified),7.8%,-2.3%,-5.6%,-20.6%,-2.7%,30.1
CCOCCCn1c(SCC(=O)Nc2cccc(OC)c2)nc2ccccc2c1=O,64.5%[activator],2.4%,1.3%&-1.0%,?,-10.5%&6.3%,-73.3*!
Fc1cccc(CNc2ncnc3ccc(-c4ccc5c(c4)OCO5)cc23)c1,-23.0%&-31.7%,/,-11.2%&7.8%,/,-12.8%&3.4%,-92.1*
COCc1cc(C)nc2oc(C(=O)c3ccccc3)c(N)c12,-5.2%,-15.9%,5.9%,-15.6%,0.1%,-33.4
O=C(NCC1CCCO1)c1ccccc1OCc1ccc(F)cc1 (stereo unspecified),-6.2%,/,4.3%,-10.1%,-13.4%,-14.5
COc1ccc2nc(NC(=O)CN3C(=O)NC4(CCCC4)C3=O)sc2c1,-23.7%,/,2.3%,-24.3%,-20.5%,-0.8
COC(CNC(=O)[C@H](CSCc1ccccc1)N1Cc2ccccc2C1=O)OC,47.9%,-0.3%,-8.1%,11.3%,?,?
CSCCC(NC(=O)c1ccco1)C(=O)NCCc1ccc(Cl)cc1 (stereo unspecified),-5.1%,/,/,-10.9%,/,6.6
O=C(NC1CCCCCC1)C1CCN(C(=O)N2CCOc3ccccc32)CC1,/,/,-0.3%,/,7.7%,47.4
O=C(CNC(=O)c1cccs1)N=Nc1c(O)[nH]c2ccc(Br)cc12,-42.3%,-10.7%,-13.4%,-5.1%,3.6%,-13.9
Cn1c(=O)c2c(-c3cccc(Br)c3)c(C#N)c(N)nc2n(C)c1=O,-10.1%,2.2%,0.0%,-2.2%,1.9%,-20.5
c1ccc(Oc2cccc(OCCCn3cncn3)c2)cc1,29.4%,-0.1%,-20.7%,9.2%,?,13.9
Cc1nn(C)c(C(=O)N2CCc3ccccc32)c1Cl,-4.8%,-2.3%,0.4%,11.5%,-7.2%,36.1
O=C(NC(=S)Nc1nc2c(s1)CCCC2)c1ccccc1,-14.8%,?,-16.0%,?,?,95.0
CCc1ccccc1NC(=O)CNC(=O)c1ccc(-n2cncn2)c([N+](=O)[O-])c1,-7.8%,/,4.6%,-32.2%,0.0%,-0.6
CCc1ccc(CN2CCCC(CNC(=O)c3cccc(OC)c3OC)C2)cc1 (stereo unspecified),1.0%,4.9%,-2.8%,-13.6%,-16.5%,-10.9
CCc1nc(N2CCN(C(=O)CCl)CC2)c2c3c(sc2n1)CC(C)CC3 (stereo unspecified),107.5%[activator],-19.2%,15.8µM*,?,6.2%,-10.4
Cc1ccc(NC2(C#N)C(=O)Nc3ccccc32)cc1 (stereo unspecified),-25.0%,-29.3%,?,4.0%,-9.9%,50.1
CCOC(=O)C1CCCN(c2c(N3CCC(N4CCCCC4)CC3)c(=O)c2=O)C1 (stereo unspecified),-20.1%,3.9%,89.1µM*,10.7%,-12.5%,-23.2
Cc1nnc(N2CCCCC2)c2ccccc12,-15.0%,-1.9%,-1.8%,-6.0%,1.1%,-5.7
O=C(Nc1sc2c(c1C(=O)O)CCCCC2)c1ccco1,-24.5%,-0.2%,-14.0%,18.5%,-20.7%,61.4
COc1ccc(CCNS(=O)(=O)c2c(C)nc3sc(C)cn3c2=O)cc1OC,/,/,4.7%,/,17.0%,14.2
CCOC(=O)c1c(NC(=O)c2ccc(OCC)c(Br)c2)sc2c1CCCC2,/,/,2.5%,/,-5.7%,-3.7
Cc1ccc2nc(C(F)C(F)(F)F)[nH]c2c1 (stereo unspecified),-19.1%,4.8%,-9.4%,10.4%,3.8%,7.3
O=C(COC(=O)c1cc(=O)c2ccccc2o1)Nc1cc(Cl)ccc1Cl,-9.7%,/,-26.6%,-9.8%,2.2%,-26.1
Cn1c(=O)cc(OCC(=O)N2CCC(N3CCCCC3)CC2)c2ccccc21,-17.2%,-3.0%,-1.0%,22.6%,-15.0%,6.5
OCCC1CN(Cc2ccc3nonc3c2)CCN1Cc1ccsc1 (stereo unspecified),-0.3%,3.9%,0.0%,0.7%,6.7%,5.5
Cc1ccc2sc(=O)[nH]c2c1,-25.4%,-2.0%,2.9%,4.4%,-5.9%,12.8
O=[N+]([O-])c1ccc(S(=O)(=O)Nc2cccc(-c3ccc(N4CCOCC4)nn3)c2)cc1,-35.4%,/,1.5%,-5.2%,-15.3%,27.6
COc1cccc(C(=O)C2CCCN(Cc3cccc(C)n3)C2)c1 (stereo unspecified),24.2%,-3.6%,9.0%,-10.8%,2.6%,?
COC(=O)C1CCCCN1C(=O)c1ccc2oc(Cc3ccccc3)nc2c1 (stereo unspecified),95.1%[activator],/,-5.1%,-22.3%,-12.7%,22.7
CCOC(=O)c1nn(-c2ccc(Cl)cc2Cl)c(=N)c(C#N)c1C,-10.8%,?,?,/,-9.9%,/
CC1CCCC(NC(=S)NC(=O)c2ccco2)C1C (stereo unspecified),-26.6%,/,/,-2.1%,/,?
NC(=O)CN(c1ccc(Oc2ccccc2)cc1)S(=O)(=O)c1ccccc1,7.0%,/,-13.5%,-17.6%,0.5%,-1.9
O=C(NC1=NCCS1)C1CCN(S(=O)(=O)c2ccccc2C(F)(F)F)CC1,-1.7%,/,-9.3%,14.6%,-7.7%,-26.7
Cc1ccc(C(=O)N2CCCC(CCC(=O)NCc3ccccc3F)C2)cn1 (stereo unspecified),3.9%,/,39.1%[activator],22.3%,3.8%,9.6

# Shown field by field: entries from further up.
COc1ccc2nc(NC(=O)CN3C(=O)NC4(CCCC4)C3=O)sc2c1
- AmpC no deterg: -23.7%
- Giardia FBPA inh: /
- Sm TGR inh: 2.3%
- HCV inhibitor: -24.3%
- AmpC inh detg: -20.5%
- HCMV inh: -0.8

COC(CNC(=O)[C@H](CSCc1ccccc1)N1Cc2ccccc2C1=O)OC
- AmpC no deterg: 47.9%
- Giardia FBPA inh: -0.3%
- Sm TGR inh: -8.1%
- HCV inhibitor: 11.3%
- AmpC inh detg: ?
- HCMV inh: ?

# Screening results deposited in PubChem by National Center for Advancing Translational Sciences (NCATS).
